# Screening results as filed in PubChem.
# GAA glycogen: GAA glycogen-cleavage inhibition or activation | P10253 | recombinant GAA, glycogen substrate, Amplex Red glucose oxidase fluorescence | Potency, µM (doses to about 76.4 µM), for inactives: at the highest dose activity change, negative = inhibition, usual class: inhibitors | actives 0.38% (n = 300,000) | AID 2100;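 also: 0% = full enzyme reaction and -100% = no-enzyme basal signal; the screen sought inhibitors and activators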
#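 Recombinant enzyme (4 nM final) with compounds titrated up to 77 uM and bovine liver glycogen (30 ug) in citrate pH 5.0, 0.01% Tween-20, 37 C 40 min. Released glucose detected by Amplex Red/glucose oxidase (Ex 573/Em 610); AC50 from Hill fits.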
# Tau fibril ThT: tau fibrillization inhibition (ThT binding) | Potency, µM (top dose mostly 57.4 µM), for the others: at the top dose activity, negative = inhibition, hits mostly inhibitors | actives 2.1% (n = 270,000) | recombinant tau K18 P301L, heparin-induced fibrillization, ThT fluorescence | P10636 | AID 1460; also: % is scaled to controls: 0 for no effect and ±100 for the full control effect; nearly all actives have a fitted effect of over 55% in size
# Target sequence (P10636 561-689 P618L limits assumed): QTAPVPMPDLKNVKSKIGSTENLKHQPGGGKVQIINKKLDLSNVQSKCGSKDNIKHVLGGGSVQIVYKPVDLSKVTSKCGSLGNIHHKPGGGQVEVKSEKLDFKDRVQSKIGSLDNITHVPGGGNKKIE
#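 Using a mix of unlabeled (15 uM) and Alexa 594-labeled (0.24 uM) tau K18 P301L, heparin-triggered fibrillization over 6 hr at 37 C was scored by ThT fluorescence.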
# aGlu spleen mod: inhibitors or activators of human alpha-glucosidase in spleen homogenate. human spleen homogenate, 4-MU-alpha-glucoside fluorescence. actives 0.006% (n = 240,000). P10253. Potency, µM (titrated, usually from 79.9 µM), inactives show at the highest dose activity change, negative = inhibition, most hits filed as inhibitors;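 also: 0% = enzyme with vehicle and -100% = no enzyme basal signal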
#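 Compounds were titrated against alpha-glucosidase in spleen homogenate at pH 5.0, with 1 mM 4-methylumbelliferyl substrate for 40 min at 37 C. Reactions were quenched with pH 10 NaOH/glycine and fluorescence measured.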
# GAA inh: blocks human lysosomal alpha-glucosidase; purified human GAA, 4-MU-alpha-glucoside fluorescence; P10253; actives 0.005% (n = 200,000); Potency, µM (doses to about 76.9 µM), without a hit: at the top dose activity change, negative = inhibition, most hits filed as inhibitors;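 also: plate controls were uninhibited enzyme wells for no effect and no-enzyme background for full effect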
#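 Endpoint fluorogenic read: 20 min room-temperature reaction of 4 nM human alpha-glucosidase with 400 uM 4-methylumbelliferyl-alpha-D-pyranoside, pH 5.0, quenched with 1M NaOH/1M glycine pH 10. AC50 from Hill modeling.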
# GLA spleen mod: alpha-galactosidase A (human) modulation; Potency, µM (highest dose often 80 µM), inactives show top-dose activity change, negative = inhibition, actives largely listed as inhibitors; P06280; human spleen homogenate, 4MU-alpha-Gal fluorescence, 40 min; actives 0.008% (n = 240,000);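 also: 0% = enzyme with vehicle and -100% = no enzyme basal signal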
# Target sequence (P06280 32-429 limits assumed): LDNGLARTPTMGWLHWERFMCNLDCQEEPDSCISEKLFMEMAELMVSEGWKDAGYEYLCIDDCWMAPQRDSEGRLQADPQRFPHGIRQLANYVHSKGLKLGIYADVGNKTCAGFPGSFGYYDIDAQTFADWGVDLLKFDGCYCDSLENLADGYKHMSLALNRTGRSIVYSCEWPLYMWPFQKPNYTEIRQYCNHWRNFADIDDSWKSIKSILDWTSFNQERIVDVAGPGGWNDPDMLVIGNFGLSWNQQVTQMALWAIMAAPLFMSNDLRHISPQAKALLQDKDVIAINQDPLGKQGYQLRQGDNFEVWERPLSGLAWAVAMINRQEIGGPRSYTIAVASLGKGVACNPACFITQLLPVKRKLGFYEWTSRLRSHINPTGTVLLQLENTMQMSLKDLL
#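 Human spleen homogenate (1 ug) as enzyme source, 4-methylumbelliferyl-alpha-D-galactopyranoside 1 mM final, citrate/phosphate pH 5.0 with 0.01% Tween-20. Compounds 40 min at 37C, NaOH/glycine stop; fluorescence Ex 365/Em 440, Hill-fit AC50.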
# Tau FP inhib: tau fibrillization inhibition (FP). P10636. K18 P301L tau heparin fibrillization, Alexa594 FP, 6 h. Potency, µM (top dose mostly 57.7 µM), for inactives: top-dose activity, negative = inhibition, hits mostly inhibitors. actives 0.39% (n = 280,000). AID 1468; also: % is scaled to controls: 0 for no effect and ±100 for the full control effect; nearly all actives have a fitted effect of over 55% in size
#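 K18 P301L tau (15 uM unlabeled/0.24 uM Alexa 594-labeled, final) + compound + heparin 20 uM final; 100 mM NaOAc pH 7; 6 hr 37 C; ThT 30 uM final added, 1 hr RT; FP ex 555/em 632 nm.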
# HTT cytoprotect: cytoprotection in Huntington HTT-Q103 PC12 cell model | Potency, µM (titrated, usually from 56.4 µM), inactives show cytoprotection (ATP increase), most hits filed as activators | PC12 HTT-Q103 induced, cytoprotection, ATP luminescence, 40 h | AID 1471 | actives 0.14% (n = 230,000);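 also: % of control where 0% means no effect; nearly all actives have a fitted effect of over 45% in size; toxic huntingtin expression switched on by the ecdysone agonist tebufenozide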
#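 PC12 cells with ecdysone-inducible HTT exon 1 Q103-GFP, induced with 100 nM tebufenozide and co-treated with library compounds in a dose series (1536-well, 1500 cells/well). Cytoprotection read as ATP content by ATPlite luminescence.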
# Tau fluor cs: counter-screen for tau fibril formation inhibitors; AID 1463; Potency, µM (titrated, usually from 57.7 µM), inactives show at the highest dose activity change, negative = decrease; actives 0.93% (n = 280,000); tau K18 P301L Alexa594 fluorescence, heparin fibrillization; also: % is scaled to controls: 0 for no effect and ±100 for the full control effect; nearly all actives have a fitted effect of over 55% in size
#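 Human tau K18 P301L (15 uM unlabeled, 0.24 uM Alexa 594-labeled) in 100 mM sodium acetate pH 7 with 20 uM heparin, 6 hr at 37 C. ThT 30 uM added, 1 hr ambient; Alexa 594 FP and total fluorescence read at 555/632 nm.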
# The depositor's hits bear a star; u = inconclusive; x = no result given; [ ] = dose if it differs, or a comment. Calls follow the shape of the dose curve; as a rule, active = well fitted curve in the direction sought with a large enough effect; inconclusive = small, poorly fitted or top-dose-only effect, or another doubt; inactive = no such curve, though single readings can be large; an effect the other way counts as inactive or inconclusive. Potency is read from the fitted curve at half-maximal effect. Outcome played no part in choosing rows. Share with any hit: about 3.3%.
SMILES	HTT cytoprotect	aGlu spleen mod	GAA glycogen	Tau FP inhib	GLA spleen mod	Tau fibril ThT	Tau fluor cs	GAA inh
COc1ccc2[nH]c(C)c(C(=O)CN3CC(C)OC(C)C3)c2c1 (stereo unspecified)	-21.2%	6.0%	4.5%	3.7%	11.8%	-8.3%	-9.5%	-11.3%
CCOc1cc(NC(=S)NCCCN2CCOCC2)c(OCC)cc1NC(=O)c1ccc(OC)cc1	0.6%[10 µM]	-8.8%	-4.3%	16.4%	-5.1%	-15.5%	-24.4%	u
CN(C)C(=O)c1cc(Br)ccc1Cl	5.1%	-0.7%	0.0%	3.5%	-4.1%	-5.4%	-0.4%	2.5%
Cn1c(N)c(Br)c(-c2ccc(F)cc2)c(C#N)c1=O	-12.1%	1.1%	4.1%	-4.0%	2.9%	-3.5%	-0.9%	3.4%
NCCC(=O)NCCc1cnc[nH]1	-1.7%[40.3 µM]	-3.6%	x	-13.0%	-6.3%	-5.5%	-7.2%	x
C/C(=C(\C#N)C(=O)NCCCN1CCOCC1)N(C)C	13.5%[10 µM]	-1.9%	4.6%	3.2%	4.5%	0.3%	1.7%	3.8%
COc1ccc(C(=O)C2CCCN(Cc3ccc(C#CCCO)cc3)C2)cc1F (stereo unspecified)	14.9%[10 µM]	-2.0%	-2.6%	5.7%	5.0%	2.1%	-3.9%	u
O=C(COc1ncnc2cc(Cl)ccc12)c1ccccc1	-0.4%[10 µM]	3.6%	1.5%	2.8%	-2.8%	3.4%	-0.4%	x
CCOC(=O)c1cnc(-n2nc(C)cc2C)nc1NC1CCCC1	-20.2%[10 µM]	-2.8%	-9.8%	3.5%	-2.1%	u	-5.9%	x
COc1ccc(N2CCN(CC(O)COc3ccccc3[N+](=O)[O-])CC2)cc1 (stereo unspecified)	34.2%[10 µM]	2.5%	-3.3%	5.4%	-0.2%	u	-11.4%	-9.3%

# 2 entries picked at random from the list so far, as already listed:
SMILES	HTT cytoprotect	aGlu spleen mod	GAA glycogen	Tau FP inhib	GLA spleen mod	Tau fibril ThT	Tau fluor cs	GAA inh
CCOc1cc(NC(=S)NCCCN2CCOCC2)c(OCC)cc1NC(=O)c1ccc(OC)cc1	0.6%[10 µM]	-8.8%	-4.3%	16.4%	-5.1%	-15.5%	-24.4%	u
NCCC(=O)NCCc1cnc[nH]1	-1.7%[40.3 µM]	-3.6%	x	-13.0%	-6.3%	-5.5%	-7.2%	x

# Other structures:
SMILES	HTT cytoprotect	aGlu spleen mod	GAA glycogen	Tau FP inhib	GLA spleen mod	Tau fibril ThT	Tau fluor cs	GAA inh
CCOC(=O)c1[nH]c2c(c1-c1ccccc1)C(=O)CC(c1ccc(OCC)cc1)C2 (stereo unspecified)	x	-4.1%	0.1%	-6.2%	6.8%	-1.4%	-3.6%	4.1%
Cn1c(=O)n(C)c2cc(S(=O)(=O)NCCOCCO)ccc21	-14.3%	-3.1%	-3.6%	5.6%	1.7%	-6.0%	-0.2%	0.9%
O=C(Nc1nc(-c2ccc3ccccc3c2)cs1)C1CCN(S(=O)(=O)c2cccs2)CC1	-0.5%[10 µM]	8.8%	-5.8%	u	2.0%	10.2%	-0.8%	-16.2%
CCCCNC(=O)c1cc2c(C)cc(C)cc2[nH]1	5.9%[10 µM]	0.3%	-1.4%	10.0%	17.3%	x	-18.1%	x
Cc1cc(/C=C2\SC(=Nc3ccc(F)cc3)NC2=O)c(C)n1-c1ccc(S(N)(=O)=O)cc1	-75.2%[inhibitor]	-3.8%	-4.1%	9.6%	6.4%	14.1µM*	u	-35.0%
O=C(Nc1ccncc1)c1cn(-c2ccccc2)nc1-c1cccs1	-10.1%	2.1%	-6.2%	-6.4%	6.5%	1.2%	-1.9%	1.3%
Cc1ccc(C(=O)N/C(=C\c2ccc([N+](=O)[O-])cc2)C(=O)NCCc2ccccc2)cc1	1.4%	-7.4%	-7.8%	3.4%	1.2%	-9.8%	-3.5%	-9.7%
O=C(C1CCN(S(=O)(=O)c2cnc[nH]2)CC1)N1CCc2ccccc2C1	17.5%	-4.0%	-0.6%	1.3%	8.8%	1.4%	-1.4%	-2.8%
CN(Cc1nc2ccc(F)cc2[nH]1)Cc1nc(CC2CC2)no1	4.8%[10 µM]	2.5%	14.9%	-4.6%	2.2%	-7.9%	-8.4%	5.4%
CN(C)C=NC1=NN(c2cccc(C(F)(F)F)c2)CC1	12.6%[10 µM]	-3.1%	u	0.6%	5.5%	u	-15.7%	u
COc1ccc(-c2cc(C(F)(F)F)nc(SCC(=O)N(C)Cc3cnn(C)c3C)n2)cc1OC	20.4%[10 µM]	-5.3%	10.9%	7.5%	2.7%	u	-22.0%	1.9%
CC1CCCCN1S(=O)(=O)c1ccc(C(=O)Nc2nnc(-c3ccccn3)o2)cc1 (stereo unspecified)	-15.3%	-6.2%	-4.4%	-1.3%	2.2%	0.0%	-8.4%	-2.3%
O=c1oc(-c2ccco2)nc2ccccc12	-7.3%	-9.3%	-2.6%	3.9%	-3.3%	-13.9%	-1.7%	0.3%
Cc1cc2ccccc2c(=O)[nH]1	-17.4%	-3.2%	3.7%	-1.9%	15.4%	-10.3%	-8.3%	u

# Given with two lines to a compound: eleven of the compounds above.
# Every second line gives: HTT cytoprotect, aGlu spleen mod, GAA glycogen, Tau FP inhib, GLA spleen mod, Tau fibril ThT, Tau fluor cs, GAA inh
CCCCNC(=O)c1cc2c(C)cc(C)cc2[nH]1
→ 5.9%[10 µM], 0.3%, -1.4%, 10.0%, 17.3%, x, -18.1%, x
Cc1cc(/C=C2\SC(=Nc3ccc(F)cc3)NC2=O)c(C)n1-c1ccc(S(N)(=O)=O)cc1
→ -75.2%[inhibitor], -3.8%, -4.1%, 9.6%, 6.4%, 14.1µM*, u, -35.0%
O=C(Nc1ccncc1)c1cn(-c2ccccc2)nc1-c1cccs1
→ -10.1%, 2.1%, -6.2%, -6.4%, 6.5%, 1.2%, -1.9%, 1.3%
Cc1ccc(C(=O)N/C(=C\c2ccc([N+](=O)[O-])cc2)C(=O)NCCc2ccccc2)cc1
→ 1.4%, -7.4%, -7.8%, 3.4%, 1.2%, -9.8%, -3.5%, -9.7%
O=C(C1CCN(S(=O)(=O)c2cnc[nH]2)CC1)N1CCc2ccccc2C1
→ 17.5%, -4.0%, -0.6%, 1.3%, 8.8%, 1.4%, -1.4%, -2.8%
CN(Cc1nc2ccc(F)cc2[nH]1)Cc1nc(CC2CC2)no1
→ 4.8%[10 µM], 2.5%, 14.9%, -4.6%, 2.2%, -7.9%, -8.4%, 5.4%
CN(C)C=NC1=NN(c2cccc(C(F)(F)F)c2)CC1
→ 12.6%[10 µM], -3.1%, u, 0.6%, 5.5%, u, -15.7%, u
COc1ccc(-c2cc(C(F)(F)F)nc(SCC(=O)N(C)Cc3cnn(C)c3C)n2)cc1OC
→ 20.4%[10 µM], -5.3%, 10.9%, 7.5%, 2.7%, u, -22.0%, 1.9%
CC1CCCCN1S(=O)(=O)c1ccc(C(=O)Nc2nnc(-c3ccccn3)o2)cc1 (stereo unspecified)
→ -15.3%, -6.2%, -4.4%, -1.3%, 2.2%, 0.0%, -8.4%, -2.3%
O=c1oc(-c2ccco2)nc2ccccc12
→ -7.3%, -9.3%, -2.6%, 3.9%, -3.3%, -13.9%, -1.7%, 0.3%
Cc1cc2ccccc2c(=O)[nH]1
→ -17.4%, -3.2%, 3.7%, -1.9%, 15.4%, -10.3%, -8.3%, u
